Bioassay records as filed in PubChem.
HGIII-sPLA2 inh: Blocks human group III sPLA2 activity | Q9NZ20 | QFRET BODIPY PC-A2 liposome hydrolysis, fluorescence | inhibition, % at 12.2 µM | 370,000 tested, 0.56% active | AID 743126;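 active = inhibition above mean plus 3 SD of compounds lying within the high and low control bounds, cut at about 19% in these data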;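 also: 0% = median of test compound wells and 100% = no enzyme DMSO wells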
rCAG binder: r(CAG) repeat RNA binding; inhibition, % at 3 µM; AID 651821; 370,000 tested, 1.3% active; TO-PRO-1 dye displacement fluorescence;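 active = inhibition above the plate cutoff, the mean of all test compounds on that plate plus 3 SD, cut at about 35% in these data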;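 also: 0% = DMSO alone and 100% = 100 µM mitoxantrone as full dye displacement; higher means more dye released from RNA so lower well fluorescence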
NPR2 activator: GC-B (human) receptor activation | P20594 | HEK293-GC-B cells, CNP EC30, cGMP TR-FRET; 0% at EC30 CNP, 100% saturating CNP | activation, % at 10 µM | 370,000 tested, 0.11% active | AID 1920062;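 active = activation at 10 µM reaching about 35% in either raw or pattern-adjusted values, limit read from the data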
DDE Tn6 FP inh: inhibitors of Tn6 peptide binding to human fibrin DD(E) | P02675 | Fibrin DD(E) TRITC-Tn6 fluorescence polarization displacement | inhibition, % at 8.3 µM | 370,000 tested, 0.21% active | AID 720509;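 active = inhibition above a per-campaign cutoff: mean of compounds within control limits plus 3 SD, cut at about 15% in these data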;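 also: 0% = median of all compound wells on the plate and 100% = blocking peptide control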
Target sequence (P02675 whole entry, looked up): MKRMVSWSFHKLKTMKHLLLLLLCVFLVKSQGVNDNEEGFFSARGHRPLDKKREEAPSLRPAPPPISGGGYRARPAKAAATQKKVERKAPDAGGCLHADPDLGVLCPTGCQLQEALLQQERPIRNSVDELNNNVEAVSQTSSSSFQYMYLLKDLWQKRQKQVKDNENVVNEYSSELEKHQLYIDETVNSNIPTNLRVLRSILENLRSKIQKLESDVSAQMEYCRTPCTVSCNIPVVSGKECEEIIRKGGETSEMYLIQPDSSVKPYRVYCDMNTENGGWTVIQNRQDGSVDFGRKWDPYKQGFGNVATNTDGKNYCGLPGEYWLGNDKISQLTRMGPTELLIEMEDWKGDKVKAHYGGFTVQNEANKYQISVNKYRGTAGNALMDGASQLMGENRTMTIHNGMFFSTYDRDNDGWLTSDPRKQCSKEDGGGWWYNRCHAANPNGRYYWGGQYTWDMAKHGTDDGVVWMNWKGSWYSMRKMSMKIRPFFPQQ
ADAM10 inh: inhibitors of human ADAM10. inhibition, % at 7 µM. recombinant ADAM10, EDANS/DABCYL FRET peptide cleavage, 3 h. 370,000 tested, 0.62% active. O14672;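 active = inhibition above a per-campaign cutoff equal to the mean of compounds falling between control-based bounds plus 3 SD, cut at about 20% in these data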;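 also: 0% = DMSO wells while the 100% control is not disclosed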
GAA850 FXN act: activators of GAA850 frataxin (FXN) promoter; HEK293 lucGAA850 FXN promoter luciferase reporter, 24 h; percent of 10 µM SAHA response; activation, % at 6 µM; 360,000 tested, 0.56% active; AID 540364;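 active = activation above the average of all compounds screened plus 3 SD, cutoff fixed separately per campaign, cut at about 7.5% in these data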;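 also: 0% = DMSO wells and 100% = 10 µM SAHA wells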
ARFGAP1 inhibitor: rat ARFGAP1 inhibition; Q62848; Arfgap1-stimulated ARF1 GTP hydrolysis, GDP FP detection; inhibition, % at 16.5 µM; 360,000 tested, 0.26% active;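 active = inhibition above a per-plate limit, mean inhibition of low control wells plus 3 SD, cut at about 25% in these data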;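 also: 0% = DMSO wells with enzyme and 100% = wells lacking Arfgap1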
Target sequence (Q62848 1-136 limits assumed): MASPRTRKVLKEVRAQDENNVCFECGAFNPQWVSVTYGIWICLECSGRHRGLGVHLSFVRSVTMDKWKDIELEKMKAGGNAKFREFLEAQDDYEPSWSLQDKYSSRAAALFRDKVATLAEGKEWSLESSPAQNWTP
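Repeats: one replicate per compound; assay system: rat Arfgap1 catalytic domain, aa 1-136; times: enzyme reaction 120 min at 25 °C after 20 min preincubation; detection: FP of antibody-bound GDP Alexa 633 tracer, ex 620/em 688 nm; benchmarks: high control wells lacking Arfgap1, low control full reaction with DMSO; reagent: human ARF1(Δ1-17)-GTP substrate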
ASAP1 GAP inh: inhibitors of human ASAP1 ArfGAP activity | 360,000 tested, 0.19% active | Q9ULH1 | inhibition, % at 16.5 µM | ASAP1-stimulated ARF1 GTP hydrolysis, GDP FP detection; in the data active = inhibition above about 25%;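 also: 0% = vehicle with enzyme and substrate and 100% = no enzyme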
Target sequence (Q9ULH1 325-724 limits assumed): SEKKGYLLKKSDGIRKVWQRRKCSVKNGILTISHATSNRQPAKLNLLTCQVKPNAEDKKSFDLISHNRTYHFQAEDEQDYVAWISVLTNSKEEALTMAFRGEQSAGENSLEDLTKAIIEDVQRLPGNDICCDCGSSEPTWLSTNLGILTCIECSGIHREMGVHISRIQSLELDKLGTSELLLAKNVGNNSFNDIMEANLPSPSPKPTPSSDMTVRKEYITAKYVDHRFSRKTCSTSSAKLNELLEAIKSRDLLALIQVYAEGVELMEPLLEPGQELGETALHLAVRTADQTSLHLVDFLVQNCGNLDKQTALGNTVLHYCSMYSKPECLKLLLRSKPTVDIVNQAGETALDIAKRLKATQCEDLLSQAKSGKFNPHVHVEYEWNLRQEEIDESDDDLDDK
KLK7 zymogen act: proKLK7 (human) activation, primary screen; activation, % at 7 µM; AID 652039; purified proKLK7, EDANS-DABCYL substrate fluorescence; 100% is mature enzyme control, 0% vehicle; 370,000 tested, 0.9% active;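 active = activation above the mean of all tested compounds plus 3 SD, computed per campaign excluding outliers beyond control limits, cut at about 13% in these data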
NPR1 activator: GC-A (human) enzyme activation. AID 1671463. 370,000 tested, 0.14% active. HEK293 GC-A cells, cGMP TR-FRET, EC30 ANP; 0% at EC30 ANP, 100% saturating ANP. activation, % at 10 µM; in the data active = activation above about 40%
* = called active by the depositor; i = inactive; · = no result given.

SMILES	HGIII-sPLA2 inh	rCAG binder	NPR2 activator	DDE Tn6 FP inh	ADAM10 inh	GAA850 FXN act	ARFGAP1 inhibitor	ASAP1 GAP inh	KLK7 zymogen act	NPR1 activator
CCCCNC(=S)Nc1cc(S(=O)(=O)N2CCCCC2)ccc1C	11	4	0	-1	3	1.4	5	0	-0.5	-4
COC(=O)C1=C(C)N(Cc2ccco2)C(=O)N[C@@H]1c1ccc(Br)cc1	6	1	-5	6	-1	-0.2	2	-3	0.5	1
Cc1oc(-c2ccccc2Cl)nc1CS(=O)CC(=O)NCc1ccc2c(c1)OCO2 (stereo not drawn)	-7	-3	-5	8	0	1.6	9	7	0.0	2
CC1=C(C(=O)N(C(C)C)C(C)C)CC(CC(=O)NC2CCCCC2)C(=O)N1Cc1ccccc1 (stereo not drawn)	5	0	3	2	-18	-2.5	-1	2	0.0	1
COc1ccc(N2CCN(C(=O)CC(NC(N)=O)c3cccc(Oc4ccccc4)c3)CC2)cc1 (stereo not drawn)	-13	-5	3	3	5	-3.4	12	3	-0.3	-2
Cc1ccnc(NCc2cc(Cl)ccc2O)c1	-12	2	-2	4	0	1.4	2	-13	0.8	-6
CCOC(=O)N1CCN(C(=O)CN(C)S(=O)(=O)c2ccc(Cl)cc2)CC1	10	-3	8	-6	-9	-0.9	4	-2	0.3	-1
O=C(CNc1ccc2ccccc2c1)N/N=C/C=C/c1cccc([N+](=O)[O-])c1	1	8	-16	7	-1	1.1	-6	12	-0.6	-11
Cc1cccc(C)c1NC(=O)CN(C)C(=O)C1CC1C (stereo not drawn)	-7	0	-1	9	-1	0.2	9	13	0.3	2
Cc1ccc(C(=O)CCC(=O)OCC(=O)N(C)c2c(N)n(Cc3ccccc3)c(=O)[nH]c2=O)cc1	-1	0	3	7	1	1.3	-9	16	0.6	3
Cc1cc(C)cc(N(CCC#N)C(=O)COC(=O)CN2C(=O)NC(C)(C)C2=O)c1	-4	-7	3	-3	-5	1.4	6	-3	-0.1	3
Cc1ccc(CNC(=O)c2ccc(N3CCC4(CC3)CC(c3ccccc3)=NO4)c(NC(=O)c3ccc(Br)cc3)c2)cc1	1	11	2	-8	-7	0.7	12	5	-0.8	-1
COc1cc2nc(N3CCN(C(=O)OCc4ccccc4)[C@H](C(=O)NC(C)(C)C)C3)nc(N)c2cc1OC	-16	0	1	-4	i	-4.6	-6	6	-8.5	6
Cc1nnc(SCC(=O)NC2CCCCC2)n1N	15	2	-4	-4	-14	1.6	8	-18	-0.5	-1
O=C(NCc1ccc2c(c1)OCO2)c1nn(-c2ccccc2)c(=O)c2ccccc12	-11	5	3	1	3	-3.6	9	6	0.3	3
Cc1cc(NC(=O)COC(=O)c2ccc(S(=O)(=O)C(F)F)cc2)n(-c2ccccc2)n1	9	-3	1	-7	-11	1.6	13	2	0.1	1
Cc1cccc(CCN=C(N)NS(=O)(=O)c2ccccc2)c1	-1	1	5	0	5	-0.3	8	-1	-0.4	-3
COc1ccc(CCNCC(O)COc2ccc(Cl)cc2)cc1OC (stereo not drawn)	4	0	-4	5	-4	2.7	10	-3	0.4	-3
Cc1cc(S(=O)(=O)NCc2cccnc2)ccc1-n1cnnn1	9	-2	-1	5	3	0.1	6	13	0.4	8
COc1cccc(-c2nc(CS(=O)CC(=O)NC3CCCCC3)c(C)o2)c1 (stereo not drawn)	2	0	4	3	-10	0.3	-1	2	-0.7	-1

Three of the compounds above, as a markdown table:
| molecule | HGIII-sPLA2 inh | rCAG binder | NPR2 activator | DDE Tn6 FP inh | ADAM10 inh | GAA850 FXN act | ARFGAP1 inhibitor | ASAP1 GAP inh | KLK7 zymogen act | NPR1 activator |
| --- | --- | --- | --- | --- | --- | --- | --- | --- | --- | --- |
| COC(=O)C1=C(C)N(Cc2ccco2)C(=O)N[C@@H]1c1ccc(Br)cc1 | 6 | 1 | -5 | 6 | -1 | -0.2 | 2 | -3 | 0.5 | 1 |
| Cc1oc(-c2ccccc2Cl)nc1CS(=O)CC(=O)NCc1ccc2c(c1)OCO2 (stereo not drawn) | -7 | -3 | -5 | 8 | 0 | 1.6 | 9 | 7 | 0.0 | 2 |
| CC1=C(C(=O)N(C(C)C)C(C)C)CC(CC(=O)NC2CCCCC2)C(=O)N1Cc1ccccc1 (stereo not drawn) | 5 | 0 | 3 | 2 | -18 | -2.5 | -1 | 2 | 0.0 | 1 |

Other entries follow.
SMILES	HGIII-sPLA2 inh	rCAG binder	NPR2 activator	DDE Tn6 FP inh	ADAM10 inh	GAA850 FXN act	ARFGAP1 inhibitor	ASAP1 GAP inh	KLK7 zymogen act	NPR1 activator
Cc1cc(C)c2sc(N(CCCN(C)C)C(=O)CN3C(=O)c4ccccc4C3=O)nc2c1	-23	6	-8	14	-4	2.3	-5	-2	-0.9	-2
COc1ccc(CCC(=O)Nc2nccs2)cc1OC	-3	-1	-8	-3	-5	0.3	-8	0	0.4	-2
CCOc1cc(CNn2nnnc2N)cc(Cl)c1OCC(=O)NC(C)(C)C	-1	-8	4	0	-6	-1.6	-1	-6	-0.1	-3
CCOC(=O)C1CCCCN1C(=O)[C@@H]1CC=C[C@@H]2CCN(c3ccccc3)C(=O)[C@@H]21 (stereo partly drawn)	-1	·	0	-1	-4	·	·	·	·	-3
CCCN(C(=O)CCNC(=O)c1ccc(Cl)cc1)c1c(N)n(Cc2ccccc2)c(=O)[nH]c1=O	-2	2	4	-3	-9	-0.4	-1	6	0.2	0
COc1ccc(S(=O)(=O)Nc2cc(Cl)ccc2-n2cncn2)cc1	-14	6	-2	0	-1	1.7	-7	-10	0.0	2
C[C@H]1CN([C@@H](C)CO)C(=O)CCCn2nncc2CO[C@H]1CN(C)C(=O)Nc1ccc2c(c1)OCO2	0	1	5	2	-13	-0.2	9	-3	0.4	3
Cc1ccc2c(c1)C1CN(C)CCC1N2C(=S)Nc1ccc(Cl)cc1Cl (stereo not drawn)	8	1	3	0	3	0.8	-10	-11	-0.1	1
CC(=O)Nn1cc2c(c1-c1ccccc1)c(=O)n(C)c(=O)n2C	7	3	0	7	-10	0.2	16	6	0.4	6
CN(C=C1C(=O)CC(C)(C)CC1=O)CCN1CCNCC1	4	-5	6	-3	-8	-0.2	0	9	0.1	2
CCOC(=O)CC[C@H]1CC[C@]2(CCCN(C(=O)C3CCCC3)C2)O1	10	0	-11	-1	-13	·	·	·	0.3	3
O=C1CCC(C(=O)N2CCOCC2)CN1Cc1ccc(Cl)cc1 (stereo not drawn)	5	-3	3	9	-7	0.4	10	-3	-0.6	2
O=C(c1ccc(Cl)cc1)N1CCN(CCOc2ccccc2)CC1	0	-3	2	1	1	-0.7	4	7	-0.3	4
Cc1cccc(CSCC(=O)N2CCN(S(=O)(=O)c3ccccc3C#N)CC2)c1	-4	4	3	-1	-7	0.4	5	-2	0.2	-6
O=C(NNC(=O)c1cc(-c2ccc(Cl)cc2Cl)nc2ccccc12)Nc1ccccc1	-14	9	7	2	-7	1.0	5	3	-0.6	-8
O=C(Nc1c(Cl)cccc1Cl)Oc1cccc2cccnc12	-23	9	3	-2	-26	·	10	-10	-0.9	7
Cc1coc2c(C)c3oc(=O)c(CCC(=O)N4C[C@H]5C[C@@H](C4)c4cccc(=O)n4C5)c(C)c3cc12	-1	-4	-2	3	-319	-1.7	-2	5	5.2	-8
C/C(CC(=O)Nc1ccc2c(c1)OCO2)=N\NC(=O)c1ccccc1N	-10	1	0	1	-169	1.4	11	3	4.5	-3
CCCCSCc1[nH]c(=O)[nH]c1C(=O)CCCCC(=O)OCC	-6	-5	1	-5	1	-1.6	0	-15	-0.5	-3
Cc1ccc(S(=O)(=O)N(C)CC(=O)NCCc2c[nH]c3ccccc23)cc1	-56	1	-2	-1	-7	1.0	13	5	0.2	-3
COc1ccc(-c2cc(C(=O)NCc3cccs3)no2)cc1	6	-3	-6	1	-10	2.7	7	5	0.2	-3
COc1ccc(-c2cn[nH]c2-c2ccc(OCC(=O)NN)cc2O)cc1OC	-11	5	2	-7	10	-1.4	9	4	-0.6	3
CCCCCCCC(=O)N/N=C/c1ccc([N+](=O)[O-])o1	-3	2	-2	1	7	2.3	2	-10	-0.4	0
Cc1nn(-c2ccc(N3CCOCC3)nn2)c(C)c1CCC(=O)Nc1ccc(F)cc1	-3	-3	-2	-6	-5	0.7	-1	3	0.0	1
COc1ccc(S(=O)(=O)N(C)CC(=O)NCCN2CCOCC2)cc1C	7	-1	-1	-2	4	0.2	12	5	-0.6	4
CN(C)C(=O)C12CCC(C)(C(=O)C1Br)C2(C)C (stereo not drawn)	-6	1	3	-5	-3	0.9	5	7	0.5	1
CCn1c(CC(=O)Nc2ccc(F)cc2)nnc1SCC(=O)Nc1nnc(C)s1	2	-1	-1	8	-2	-0.8	0	-3	-0.5	1
Nc1c(C(=O)c2ccccc2)sc2nsc(SCCN3CCCC3)c12	-5	-3	-1	-6	-11	-6.7	-8	-7	0.3	-2
CCOc1cc(C=O)ccc1OCCSc1ccc(Cl)cc1	-4	-4	-5	2	0	-0.6	1	0	-0.5	4
COc1ccc(NS(=O)(=O)c2cccc(C(=O)N3CCN(S(=O)(=O)c4ccccc4)CC3)c2)cc1	-17	6	-1	3	7	-1.1	-9	-9	0.2	0
COc1ccccc1Nc1nc2nonc2[nH]c1=O	5	4	1	0	-3	1.5	-2	-4	-0.1	-1
O=C(CN1C(=O)CCSc2ccc(S(=O)(=O)N3CCCC3)cc21)NCc1ccccc1Cl	0	1	9	1	-5	0.7	-2	-5	0.5	-4
Cc1cc(C)cc(NC(=O)CCn2c(=S)[nH]c3ccccc3c2=O)c1	7	1	3	-9	-1	0.6	-3	-12	0.2	0
COC(c1ccccc1)c1nnc(CCC(=O)N2CCN(CCOc3ccccc3)CC2)o1 (stereo not drawn)	1	-9	2	-6	9	0.8	-14	-10	0.1	2
Cc1cc(N2CCCCC2)nc2ccc(NC(=O)CCC(=O)NCCC(C)C)cc12	-16	-9	2	0	i	4.9	7	1	-2.6	13
Cc1ccc(C2CCN(C(=S)NC(C)(C)C)C2)cc1 (stereo not drawn)	18	-7	-2	1	0	4.1	7	-6	0.4	4
c1csc(-c2nnc(N3CCOCC3)c3ccccc23)c1	1	-6	-6	-5	-11	3.7	-1	22	0.2	-2
CCOC(=O)C1CCCN(C(=O)c2cccc(NC(=O)C(CC)CC)c2)C1 (stereo not drawn)	-2	-5	-3	1	-7	-3.0	-2	-2	0.5	2
CC1Cc2ccccc2N1C(=O)C1CCCCN1S(=O)(=O)c1ccccc1 (stereo not drawn)	-1	-2	-3	3	-3	2.2	3	-4	0.1	-2
COC(=O)COc1ccc(/C=N/NS(=O)(=O)c2ccccc2)cc1	12	3	-1	-2	-6	0.0	1	8	-0.1	-4
Cc1cccn2c(=O)c3cc(C(=O)N4CCN(Cc5ccccc5)CC4)sc3nc12	0	3	0	-1	i	1.6	11	18	-12	1
O=C(NCCCN1CCOCC1)c1c(F)c(F)c(F)c(F)c1F	-4	1	-3	-8	-1	2.1	-1	-1	0.4	-2
CC1CN(Cc2ccccc2)c2nc3c(c(=O)n(CC(=O)O)c(=O)n3C)n2C1 (stereo not drawn)	1	-1	1	9	-9	-0.1	11	-2	0.1	-2
O=c1[nH]c2nc(Cl)nc(Cl)c2[nH]1	-3	2	1	3	-1	0.2	12	-14	0.0	1
CCC(=O)Nc1ccc(S(=O)(=O)N2CCC(c3nc4ccccc4[nH]3)CC2)cc1	-4	2	-5	-2	-7	-0.3	-1	-3	0.7	-2
